Screening data from PubChem.
OX1R antag: human HCRTR1 antagonism | O43613 | CHO/OX1R cells, Fluo-8 calcium fluorescence, orexin A | inhibition, % at 5 µM | 330,000 compounds, 0.43% hits | AID 434989;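 active = inhibition above its plate's threshold, mean inhibition of all tested compounds on the plate plus 3 SD, cut at about 37% in these data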;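 also: 0% = orexin A challenge wells and 100% = SB-334867-A antagonist wells; not every result past the cut was called active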
Target sequence (O43613 whole entry, looked up): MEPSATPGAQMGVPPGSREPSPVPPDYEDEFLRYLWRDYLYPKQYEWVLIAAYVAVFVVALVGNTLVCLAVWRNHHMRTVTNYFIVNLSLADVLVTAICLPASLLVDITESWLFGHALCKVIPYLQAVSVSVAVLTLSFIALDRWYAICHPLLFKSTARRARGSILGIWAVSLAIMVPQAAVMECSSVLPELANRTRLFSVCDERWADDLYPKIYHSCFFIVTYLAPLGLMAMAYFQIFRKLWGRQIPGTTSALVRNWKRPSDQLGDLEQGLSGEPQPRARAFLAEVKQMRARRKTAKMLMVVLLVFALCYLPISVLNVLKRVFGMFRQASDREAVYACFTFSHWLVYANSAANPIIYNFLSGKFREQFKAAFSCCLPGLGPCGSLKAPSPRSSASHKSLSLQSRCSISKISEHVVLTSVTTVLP
CHT PAM: human CHT allosteric activation. Q9GZV3. CHT-expressing cells, membrane potential dye, choline EC20; stronger effect = higher value; LV-AA mutant CHT in HEK293 cells. B-score at 10 µM. 310,000 compounds, 0.49% hits. AID 488977;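 active = initial fluorescence not abnormally high and integrated response B-score, plate-corrected, over 3 SD above library mean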
Target sequence (Q9GZV3 whole entry, looked up): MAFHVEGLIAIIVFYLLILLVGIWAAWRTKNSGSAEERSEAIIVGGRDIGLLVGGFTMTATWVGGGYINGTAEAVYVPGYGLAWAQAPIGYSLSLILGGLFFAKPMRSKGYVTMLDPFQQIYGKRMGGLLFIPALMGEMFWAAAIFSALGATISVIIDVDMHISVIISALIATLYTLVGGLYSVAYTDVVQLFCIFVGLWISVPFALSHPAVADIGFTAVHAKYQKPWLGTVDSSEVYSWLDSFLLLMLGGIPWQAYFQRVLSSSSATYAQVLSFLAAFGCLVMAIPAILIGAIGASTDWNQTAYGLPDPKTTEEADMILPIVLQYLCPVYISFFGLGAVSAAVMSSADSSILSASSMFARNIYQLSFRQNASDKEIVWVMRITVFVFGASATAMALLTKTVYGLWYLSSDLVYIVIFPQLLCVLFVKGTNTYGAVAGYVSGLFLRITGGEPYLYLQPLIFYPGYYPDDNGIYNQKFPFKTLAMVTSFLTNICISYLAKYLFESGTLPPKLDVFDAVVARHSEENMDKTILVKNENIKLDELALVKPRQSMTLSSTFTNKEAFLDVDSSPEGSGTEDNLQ
The depositor's hits bear a star; i = inactive; · = not tested or not shown. Rows were taken by chance; about 0.83% have a hit in one of these screens.

SMILES	OX1R antag	CHT PAM
c1ccc(Nc2nc(Nc3ccccc3)nc(N3CCNCC3)n2)cc1	-11	i
COc1ccc(CN2CCNC(=O)C2CC(=O)N(C)CCC2CCOCC2)cc1OC (configuration not stated)	7	i
CN(CC(=O)Nc1ccc(F)c(F)c1F)C(=O)C1=COCCO1	-10	i
CC(OC(=O)CCN=C1NS(=O)(=O)c2ccccc21)C(=O)N(C)C1CCCCC1 (configuration not stated)	-15	i
CS(=O)(=O)N(CC(=O)N1CCN(Cc2ccccc2)CC1)c1cccc(F)c1	-19	i
O=C(O)c1ccc(NCc2cccnc2)cc1	23	i
CCOc1cc(CNCCSc2nnnn2C)cc(Br)c1OCc1ccccc1	51*	7*
CC1(C)CC(N2CCCC2)=CC(=[N+]2CCCCC2)C1	4	i
CCN(CC(=O)NCc1cccs1)C(=O)COc1cccc(C(F)(F)F)c1	-3	·
CCCCNC(=O)CN(CCc1ccccc1)S(C)(=O)=O	-10	i
COc1ccc(C)cc1N(C(=O)CNC(=O)c1ccco1)C(C(=O)NC1CCCC1)c1cccnc1 (configuration not stated)	-5	i
COc1ccc(/C=N/Nc2nnc(Cc3ccc(OC)c(OC)c3)c(=O)[nH]2)cc1	-26	i
Cn1nc(C(=O)OCC(=O)Nc2ccc(S(N)(=O)=O)cc2)c2ccccc2c1=O	-30	i
CCC(c1nnnn1Cc1ccco1)N(CCc1ccccc1)Cc1cc2ccc(OC)cc2[nH]c1=O (configuration not stated)	-24	i
C/C=C/c1ccc(OCCn2nnc3ccccc32)c(OC)c1	5	i
O=C1c2[nH]nc(-c3ccccc3O)c2C(c2ccccc2)N1Cc1ccco1 (configuration not stated)	-38	i
CCOC(=O)C1(Cc2ccc(Cl)cc2)CCN(C(=O)c2cnc(C)cn2)CC1	-28	i
NS(=O)(=O)c1ccc(CNC(=O)Cc2ccc(S(=O)(=O)N3CCOCC3)s2)cc1	-5	i
O=C(Nc1ccc(S(=O)(=O)N2CCC(C(=O)NC3CCCCC3)CC2)cc1)c1ccco1	-15	i
CC(NC(=O)c1cc(=O)[nH]c2ccccc12)c1ccccc1 (configuration not stated)	1	i
CCc1ccc(/C(C)=N/Nc2cc(Cl)nc(C)n2)cc1	-36	i
OC1(c2ccc(Cl)cc2)CCN(Cc2nc(-c3cnccn3)no2)CC1	-11	i
CCc1ccc2nc(Nc3ccc(OC)cc3OC)c(C#N)cc2c1	-27	i
COc1ccc(/C=C/C(=O)NCCCNC(=O)/C=C/c2ccc(OC)c(OC)c2)cc1OC	-6	i

Entries of single compounds, looked up by structure. Order of values: OX1R antag, CHT PAM
C/C=C/c1ccc(OCCn2nnc3ccccc32)c(OC)c1 as listed: 5, i
COc1ccc(/C=C/C(=O)NCCCNC(=O)/C=C/c2ccc(OC)c(OC)c2)cc1OC as listed: -6, i
OC1(c2ccc(Cl)cc2)CCN(Cc2nc(-c3cnccn3)no2)CC1 as listed: -11, i
O=C(Nc1ccc(S(=O)(=O)N2CCC(C(=O)NC3CCCCC3)CC2)cc1)c1ccco1 as listed: -15, i
CCc1ccc2nc(Nc3ccc(OC)cc3OC)c(C#N)cc2c1 as listed: -27, i

Going on with the list:
SMILES	OX1R antag	CHT PAM
Cc1ccc2nc(-c3cccnc3)c(NC3CCCC3)n2c1	-1	i
O=C(Cc1cn2ccsc2n1)OCc1nc2ccccc2s1	-15	i
Cc1ccc(OCCCCN2CCC(C)CC2)c(Br)c1	-16	i
COc1ccc(NC(=O)c2cccc(NC(=O)c3ccccc3)c2)cc1	-12	i
O=c1c2ccccc2nc2n1CCS2(=O)=O	-12	i
Cc1cc(C)c(-n2nnnc2SCC(=O)c2cccs2)c(C)c1	-12	i
COc1ccc(C(=O)COc2ncnc3cc(Cl)ccc23)cc1	-8	i
Cc1cc(CNC(=O)c2ccc3c(c2)OCO3)c2ccccc2n1	-25	i
COc1ccc(NC(=O)c2ccc(S(=O)(=O)N3CCOCC3)cc2)c(OC)c1	-6	i
CC1(C)CC(=O)C2=C(C1)OC(c1ccncc1)C(C#N)=C2N (configuration not stated)	3	i
Cc1ccc(S(=O)(=O)Cc2cc(F)c([N+](=O)[O-])cc2[N+](=O)[O-])cc1	60*	i
N#C/C(C(=O)N1CCOCC1)=c1/s/c(=C\c2ccccn2)c(=O)n1-c1ccccc1	-15	i
O=C1CCc2cc(S(=O)(=O)N3CCCCC3)cc3c2N1CCC3	-12	i
CCCCOc1ccc(C(=O)CCN2CCCCC2)cc1	6	i
CC(=O)Oc1ccc2c(=O)oc(-c3ccccc3)nc2c1	-8	i
CCN(CC)CCCNC(=O)C1c2cc(OC)c(OC)cc2C(=O)N(C)C1c1cccs1 (configuration not stated)	-6	i
COc1ncnc2c1cnn2-c1ccccc1	-19	i
O=C(O)COc1ccc2c(-c3ccccc3)cc(=O)oc2c1	-12	i
COc1ccc(S(=O)(=O)NCCSCc2cccs2)cc1	-7	i
c1ccc(-c2ccc(-c3[nH]ncc3CN3CCC(N4CCSCC4)CC3)cc2)cc1	-22	i
CCOC(=O)c1cnc(-n2nc(C)cc2C)nc1-n1nc(C)cc1C	-37	i
CC(C)c1ccc(NC(=O)C(=O)C2C(=O)Nc3ccccc32)cc1 (configuration not stated)	-6	i
O=C(NCC(=O)N(CC1CCCO1)C(C(=O)NC1CCCC1)c1cccnc1)c1ccco1 (configuration not stated)	-10	i
CC1(C)CC(=O)C(C=NCCN2CCN(C(=S)Nc3ccc(F)cc3)CC2)=C(O)C1	-10	i
CCOC(=O)N1CCN(C(=O)CN(Cc2ccccc2)S(=O)(=O)c2ccc(OC)c(C)c2)CC1	-21	i
O=C1NC(NS(=O)(=O)c2ccccc2)(C(F)(F)F)C(=O)N1Cc1ccccc1 (configuration not stated)	6	i
COc1ccc(/C=N/NC(=O)Cc2cccs2)cc1	6	i
CCOc1ccc2oc(C(=O)N(Cc3nnc(-c4ccccc4Cl)o3)C3CC3)c(C)c2c1	-20	i
O=C(c1cccc(N2CCCC2=O)c1)N1CCOCC1	-14	i
O=C(O)c1cccc(N2C(=O)c3cc([N+](=O)[O-])cc4cc([N+](=O)[O-])cc(c34)C2=O)c1	1	i
COC(=O)[C@H](Cc1c[nH]c2ccccc12)NC(=O)NCc1ccccc1	-20	i
Cc1cc(=O)n(CC(C)O)c(O)c1C#N (configuration not stated)	-2	i
O=C(O)CCc1nn2c3ccccc3n(Cc3ccccc3)c2nc1=O	3	i
C=CCCN(C(CC(C)C)C(=O)OC)S(=O)(=O)c1cc(Br)ccc1Br (configuration not stated)	-45	i
Cc1ccc(S(=O)(=O)N2CCCOC2CNC(=O)C(=O)NC2CCCC2)cc1 (configuration not stated)	-7	i
Cc1sc2nc(SC(C)C)nc(N)c2c1C	-18	i
Cc1occc1C(=O)NNC(=O)c1ccccc1[N+](=O)[O-]	-5	i
COc1ccc(CNC(=O)CN(C(=O)c2csnn2)c2cccc(F)c2)cc1	-19	i
O=c1[nH]c2ccc(NC(=S)NCc3ccccc3)cc2[nH]1	-5	i
COC(=O)c1ccc(NC(=O)C2CCN(S(C)(=O)=O)CC2)cc1	-24	i
Cc1ccc(-n2c(=O)c3sccc3n(CC(=O)NCc3ccco3)c2=O)cc1	-1	i
COc1ccc(NC2CCCN(C(=O)CN3CCOC3=O)C2)cc1OC (configuration not stated)	-11	i
CCOCc1nnc(NC(=O)C2CCN(C(=O)C3CC(=O)N(c4ccc(C)cc4)C3)CC2)s1 (configuration not stated)	8	i
Cc1cc(C)n2nc(SCCC(=O)NCCc3ccccc3)nc2n1	-20	i
O=C(COC(=O)Cc1ccc(S(=O)(=O)N2CCOCC2)s1)Nc1ccccc1	-2	·
O=C(CN(Cc1ccccc1Cl)S(=O)(=O)c1ccc(Cl)cc1)N/N=C/c1ccc(C(=O)O)cc1	·	i
O=C(O)C(c1ccccc1)N1C(=O)c2ccccc2C1=O (configuration not stated)	-14	i
COc1ccc(N/C(C)=C/C(=S)Nc2ccccc2)cc1	-10	i

Some of these compounds in order of length of the SMILES, lowest first:
SMILES	OX1R antag	CHT PAM
Cc1cc(C)n2nc(SCCC(=O)NCCc3ccccc3)nc2n1	-20	i
O=c1[nH]c2ccc(NC(=S)NCc3ccccc3)cc2[nH]1	-5	i
COc1ccc(NC2CCCN(C(=O)CN3CCOC3=O)C2)cc1OC (configuration not stated)	-11	i
COC(=O)c1ccc(NC(=O)C2CCN(S(C)(=O)=O)CC2)cc1	-24	i
CCOCc1nnc(NC(=O)C2CCN(C(=O)C3CC(=O)N(c4ccc(C)cc4)C3)CC2)s1 (configuration not stated)	8	i
O=C(CN(Cc1ccccc1Cl)S(=O)(=O)c1ccc(Cl)cc1)N/N=C/c1ccc(C(=O)O)cc1	·	i

Next compounds
SMILES	OX1R antag	CHT PAM
CCCn1c(SC(C)C(=O)N2CCOCC2)nc2ccc(Br)cc2c1=O (configuration not stated)	-38	i
CC(C)NC(=S)Nc1cccc2cnccc12	-13	i
CN(c1ccccc1)S(=O)(=O)c1ccc(C(=O)Nc2nnc(C3=COCCO3)o2)cc1	-10	i
CC(NCC(O)COc1ccc2ccccc2c1)c1ccccc1 (configuration not stated)	-24	i
CC/C(=N\NC(=O)c1ccccc1Cl)c1ccc(Br)s1	-28	i
COc1ncccc1-c1nnn(-c2ccc(Cl)nc2)n1	-11	i
Cc1ccc([N+](=O)[O-])cc1S(=O)(=O)Nc1ccc(C(=O)NCC2CCCO2)cc1 (configuration not stated)	-14	·
CN(CC(=O)Nc1c(Cl)cccc1Cl)C(=O)CNC(=O)c1ccc2c(c1)OCO2	-18	i
[N-]=[N+]=NC[C@H](Cc1ccccc1)N1CC[C@@H](O)CCC1=O	4	i
Cc1[nH]c2ccccc2c1[C@H]1[C@@H](CC#N)C1(C)C	-26	i
Nc1ccc(NC(=O)c2cccs2)cc1	-5	i
CCc1ccc(OCC(=O)NNC(=S)NC(=O)C2CCCCC2)c(Br)c1	-4	i
CCC(C(=O)OCC(=O)Nc1ccccc1-c1ccccc1)c1ccccc1 (configuration not stated)	-28	i
Cc1ccccc1S(=O)(=O)Cc1ccc(C(=O)NCCCOC(C)C)o1	-12	i
COc1cccc(N2CCN(C(=O)c3ccccc3SCC(=O)NCc3ccco3)CC2)c1	-29	·
COc1cc(NC(=O)c2cccc(F)c2)ccc1NC(=O)c1cc2ccccc2o1	-22	i
COc1ccc(N2CCN(C(=O)NC3CC(=O)N(c4ccc(OC)cc4)C3)CC2)cc1 (configuration not stated)	-24	i
O=C(O)c1cc(N/N=C/C=C/c2ccccc2)ccc1Cl	-2	i
CC1CCCCN1CCNC(=O)CC1Oc2ccccc2NC1=O (configuration not stated)	-6	i
COc1ccc(Nc2ccc(C(F)(F)F)cc2[N+](=O)[O-])cn1	-30	i
O=C(CCCCCn1c(=S)[nH]c2cc3c(cc2c1=O)OCO3)N1CCN(C2CCCCC2)CC1	-34	i
CN(Cc1ccccc1F)C(=O)CN1c2cccc3cccc(c23)S1(=O)=O	-19	i
COc1ccc(CNc2nc(C)c([N+](=O)[O-])c(C)c2C#N)cc1	-13	i
Cc1noc(C)c1C(=O)OCC(=O)Nc1cc(S(=O)(=O)N2CCOCC2)ccc1Cl	-26	i
O=C1c2ccccc2C(=O)C1c1ccccn1	-4	i
O=C(NCCN1CCOCC1)C1CCC(=O)N1C1CCCCC1 (configuration not stated)	-4	i
O=C1NCCN(Cc2c(F)cccc2Cl)C1CC(=O)N1CCCO1 (configuration not stated)	-22	i
COc1ccc(NC(=O)C2(N(C(=O)Cn3nnnc3N)c3ccc(OC)cc3)CCCCC2)cc1	-19	i
Cc1cccc(NC(=O)CN(CC2CCCO2)C(=O)c2oc3ccc(F)cc3c2C)c1C (configuration not stated)	-18	·
COc1ccccc1/C=C/C(=O)NCc1cccnc1	-16	i
Cc1c(/C=N\NC(=O)C2COc3ccc(C(C)(C)C)cc3O2)c2ccccc2n1C (configuration not stated)	-28	i
COCCn1c(Cc2ccccc2)nnc1SCC(=O)N1CCCCC1C (configuration not stated)	-18	i
O=C(O)c1ccccc1/C=N/NC(=S)NCc1ccccc1	-6	i
O=C(Nc1cc(S(=O)(=O)N2CCCCC2)ccc1Cl)C1=NN(c2ccccc2)C(=O)CC1	-6	i
CC(=O)c1ccc(NC(=S)N2CCCC(C(F)(F)F)C2)cc1 (configuration not stated)	-13	i
CC(C)(C)NC(=O)Nc1nnc(SCC(=O)NC2CCCCC2)s1	-17	i
CCN(CC)S(=O)(=O)c1ccc2c(c1)c(=O)c(C(=O)NCc1ccc3c(c1)OCO3)cn2C	-18	i
CC(=O)Nc1ccc(NC(=O)COC(=O)C2CCCCC2)cc1	9	·
O=C(Cn1cnc2sc3c(c2c1=O)CCCC3)NCC(=O)Nc1c(F)cc(F)cc1Br	-16	i
Cc1onc(-c2c(Cl)cccc2Cl)c1C(=O)N1CCCCC1	-11	i
O=C(NC(=S)Nc1ccc(CN2CCOCC2)cc1)c1cccc([N+](=O)[O-])c1	-6	i
CCOC(=O)c1c(NC(=O)COC(=O)c2ccc(C)s2)sc2c1CC(C)(C)NC2(C)C	-19	i
O=C(NCCC1CCCCN1S(=O)(=O)c1ccc(F)cc1)C(=O)NC1CC1 (configuration not stated)	-5	i
O=C(CSc1nnc(-c2cccnc2)n1C1CCCCC1)NC1CCCCC1	-2	i
